Rin1 Abl inh – human Rin1-Abl interaction inhibition | TR-FRET Rin1/Abl binding, biochemical | AID 588664 | inhibition, % at 7.35 µM | 360,000 tested, 0.4% active | P00519+Q13671; in the data active means inhibition above about 5%, passing the limit was not always enough
CSN deneddyl inh – CSN deneddylation inhibition; AID 651999; Purified CSN, SCF-Nedd8-OG deneddylation, fluorescence polarization; inhibition, % at 12.5 µM; 360,000 tested, 0.38% active; Q92905;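 active means pattern-corrected inhibition above about 35%, with an unprinted fluorescence ratio check between 0.5 and 1.5, limit read from the data, passing the limit was not always enough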;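 further: 0% = enzyme with substrate and 100% = substrate without enzyme; some results filed as inactive read as strong as hits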
Target sequence (Q92905 whole entry, looked up, one chain of several): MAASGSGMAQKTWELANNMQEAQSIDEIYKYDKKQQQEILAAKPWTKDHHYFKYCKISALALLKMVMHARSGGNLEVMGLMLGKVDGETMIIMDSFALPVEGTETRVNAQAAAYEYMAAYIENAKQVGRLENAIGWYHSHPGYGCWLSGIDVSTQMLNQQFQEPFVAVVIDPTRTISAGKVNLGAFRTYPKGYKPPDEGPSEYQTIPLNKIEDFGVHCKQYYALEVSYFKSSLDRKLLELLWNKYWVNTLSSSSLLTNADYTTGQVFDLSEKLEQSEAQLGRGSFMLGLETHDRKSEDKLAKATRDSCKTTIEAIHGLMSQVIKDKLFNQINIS
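Detection – fluorescence polarization · System – HEK293T-derived human Csn5 enzyme · Controls – substrate-only high control, full reaction low control · Timing – 90 min, room temperature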
bovine MsrA act – activates bovine MsrA enzyme | purified bovine MsrA, absorbance read-out | activation, % at 10.6 µM | 360,000 tested, 0.3% active; in the data active means activation above about 7.5%;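 further: 0% = vehicle and 100% = reference activator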
MsrA inh – bovine MsrA inhibition. 360,000 tested, 0.75% active. purified bovine MsrA, absorbance read-out. inhibition, % at 15.5 µM; in the data active means inhibition above about 4.5%;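 further: 0% = vehicle wells with enzyme and 100% = reference inhibitor wells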
E coli Lon inh – inhibits E. coli Lon protease. P0A9M0. purified E. coli Lon protease, fluorescence polarization. inhibition, % at 7.94 µM. 360,000 tested, 0.42% active. AID 602123; in the data active means inhibition above about 13%, passing the limit was not always enough;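 further: 0% = enzyme with probe and DMSO and 100% = no enzyme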
MLLE-PAM2 inh – blocks PAM2 peptide binding to the PABP1 MLLE domain | GST-MLLE / FITC-PAM2 fluorescence polarization | P11940 | inhibition, % at 20 µM | 360,000 tested, 0.36% active; in the data active means inhibition above about 35%, passing the limit was not always enough;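 further: plate controls were DMSO wells with GST-MLLE for no effect and wells lacking GST-MLLE protein for full effect; some results filed as inactive read as strong as hits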
Target sequence (P11940 whole entry, looked up, the tested form may be a part): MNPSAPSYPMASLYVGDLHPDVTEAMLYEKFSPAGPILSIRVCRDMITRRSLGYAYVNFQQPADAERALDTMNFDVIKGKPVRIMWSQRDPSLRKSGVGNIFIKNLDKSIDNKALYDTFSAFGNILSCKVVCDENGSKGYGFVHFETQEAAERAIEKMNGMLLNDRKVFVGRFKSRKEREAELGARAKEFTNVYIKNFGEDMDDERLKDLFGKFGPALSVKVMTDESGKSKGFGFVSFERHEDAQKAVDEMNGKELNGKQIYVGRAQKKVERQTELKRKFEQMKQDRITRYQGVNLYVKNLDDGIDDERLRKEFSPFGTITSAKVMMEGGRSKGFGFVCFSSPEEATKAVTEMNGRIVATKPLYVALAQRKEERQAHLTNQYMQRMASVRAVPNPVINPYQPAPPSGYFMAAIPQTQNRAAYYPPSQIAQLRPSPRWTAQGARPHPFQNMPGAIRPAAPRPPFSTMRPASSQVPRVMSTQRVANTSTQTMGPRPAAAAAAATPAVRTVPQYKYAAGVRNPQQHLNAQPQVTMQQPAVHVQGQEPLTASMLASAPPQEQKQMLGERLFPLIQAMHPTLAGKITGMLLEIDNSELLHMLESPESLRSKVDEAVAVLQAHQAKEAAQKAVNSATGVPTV
FAS TE block – inhibitors of human fatty acid synthase thioesterase domain. inhibition, % at 15 µM. P49327. recombinant FAS-TE, OMFH fluorogenic substrate, fluorescence endpoint. 360,000 tested, 0.67% active. AID 602261;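 active means compounds whose normalised, plate-corrected inhibition of enzyme fluorescence in the single-dose primary screen is 50% or more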;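 further: 0% = DMSO with enzyme and 100% = substrate without enzyme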
Rpn11 block – inhibitors of human proteasome Rpn11 | 360,000 tested, 0.59% active | human 26S proteasome, Ub4-pepOG fluorescence polarization; 20S core pre-blocked with epoxomicin | O00487 | calls only at 20 µM;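 active means inhibition at 20 µM, scaled to each plate's controls, above about 33%, limit read from the data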
MT1-MMP act inh – MT1-MMP (human) activation inhibition; AID 651647; GFP/RFP ratio change, % at 20 µM; 360,000 tested, 0.061% active; HT1080 RFP-PRO-GFP cells, GFP/RFP ratio fluorescence, overnight; percent of plate control window, DMSO zero; P50281;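 active means GFP/RFP ratio change of at least 30% with cell ATP level not reduced by more than half and red fluorescence within 50% of control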; further: strong numbers were not always called active
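Assay system: HT1080 cells carrying an RFP-PRO-GFP reporter | Dosing: Single dose of 20 µM compound, 1% DMSO final | Incubation: Cells overnight before dosing, compound overnight, 37 °C, 5% CO2 | Evaluation: GFP/RFP fluorescence ratio | Control set: DMSO and RFP-L50D-GFP cell wells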
* = called active by the depositor; i = inactive; / = not tested or not shown.

SMILES	Rin1 Abl inh	CSN deneddyl inh	bovine MsrA act	MsrA inh	E coli Lon inh	MLLE-PAM2 inh	FAS TE block	Rpn11 block	MT1-MMP act inh
CCOC(=O)C(CC)n1nc(C)n2c(cc3sccc32)c1=O (centres undefined)	-6.2	-3.8	-7.0	0.1	-6.3	7.6	-11.6	i	-3.1
COc1ccc(CN2CC(C(=O)NCCC3=CCCCC3)CC2=O)cc1 (centres undefined)	-0.5	-5.6	-2.7	-0.6	-3.6	-0.2	-4.5	i	-2.8
CCn1c(SCC(=O)Nc2ccc(C)cc2)nc(O)cc1=O	2.8	3.4	-3.6	1.7	9.1	12.6	-5.5	i	2.8
OC(Cn1cncn1)(c1ccc(F)cc1)c1ccc(Cl)cc1 (centres undefined)	6.0	-5.4	-1.4	-1.2	10.8	-19.2	-4.1	i	-5.6
Cc1ccc(Sc2ncccc2C(=O)O)cc1	0.2	-16.7	-3.7	0.1	-5.7	-10.7	-8.1	i	-5.5
CCCC(=O)NC(=S)Nc1ccc(S(=O)(=O)N2CCc3ccccc32)cc1	-3.6	-5.5	-3.9	-0.3	1.2	34.7	37.2	i	3.1
COc1ccccc1C(=O)N/C(=C\c1ccc(Br)cc1)C(=O)NCC(=O)O	-1.5	0.4	-4.1	-0.3	10.1	0.4	-4.0	i	-1.9
Cc1cccc(C(=O)NNC(=O)c2ccc(NC(=O)C(C)(C)C)cc2)c1	1.1	-0.3	-2.5	1.4	-5.8	-6.1	-4.5	i	0.0
CCN(CC)C(=O)[C@H]1CC(CC(=O)NCCCOC)C(=O)N2CCc3c([nH]c4ccccc34)[C@]12C (some centres undefined)	-3.4	-0.1	-4.3	-0.5	-7.9	-2.2	-8.9	i	3.3
CCOc1ccc(NC(=S)NC(=O)/C=C/c2ccc(OC)c(OC)c2)c([N+](=O)[O-])c1	-0.2	-8.1	-6.7	1.1	-1.6	26.7	-2.1	i	-4.4
CCOC(=O)C1CCN(C2=NC(=O)/C(=C/c3ccc(OC)c(OC)c3)S2)CC1	-1.5	2.1	-8.8	3.1	-1.5	10.4	-1.1	i	2.6
COc1cccc(NC(=O)CSc2nnc3cc(C)nc(N)n23)c1	1.9	-0.1	-2.8	-0.8	-0.4	5.9	-4.6	i	0.9
O=C(NN=C1CCN(Cc2ccccc2)CC1)c1cc(Br)ccc1O	2.8	5.2	0.3	-0.8	2.4	-15.5	-6.2	i	0.9
CN(C(=O)CC1C(=O)NCCN1Cc1ccc(F)c(F)c1)C1CCOCC1 (centres undefined)	1.5	-1.0	-3.6	0.5	-3.3	-6.7	-6.0	i	-0.6
O=C(CSc1ccc(F)cc1)NCCc1ccc(Cl)cc1	2.9	0.4	2.6	0.1	1.5	-4.2	12.5	i	-1.0
Cc1ccccc1/C(N)=N/OC(=O)c1cccs1	-3.3	-2.5	0.4	-1.4	-9.7	7.2	-5.8	i	0.4
CCCCc1ccc(/C(C)=N/NC(=O)C2CCCC2)cc1	0.7	-2.8	-0.7	0.8	-8.5	5.9	-5.0	i	2.5
O=C(COC(=O)CNC(=O)c1ccccc1)NC1CCCC1	1.9	-1.7	-1.4	0.3	-3.4	5.0	-10.0	i	-0.1
COc1cccc(C(O)c2nc(-c3ccc(F)cc3OC)cs2)c1 (centres undefined)	-1.4	0.0	-2.9	1.2	2.0	0.4	7.7	i	1.7
S=C(CN1CCCC1=S)NCCc1ccccc1	-1.4	-3.9	-2.8	-1.0	-4.1	15.0	0.8	i	1.4
CN(CC(=O)Nc1cccc(F)c1)C(=O)c1ccccc1CCc1ccccc1	-1.1	-5.5	-1.0	0.2	1.6	-12.8	23.2	i	3.1
NC(=S)N=Nc1c(O)cc(O)c2[nH]c(=O)ccc12	14.5*	48.7	-1.9	3.2	10.8	31.1	1.0	i	7.3
CSC1=NCCN1C(=O)c1c(F)cccc1F	-2.6	-6.6	0.2	1.0	-4.4	0.6	-6.6	i	5.0
NC(=O)c1ccccc1N=Cc1ccc2ccccc2c1	1.1	-13.2	-1.5	1.1	2.3	9.8	2.8	i	-4.4
CN1CCN(Cc2nc3c(c(=O)[nH]c(=O)n3C)n2CCc2ccccc2)CC1	-0.5	-0.5	-2.1	-0.6	-8.0	-4.8	-4.5	i	-8.5

An excerpt of these results, with each value named.
Cc1ccccc1/C(N)=N/OC(=O)c1cccs1
  Rin1 Abl inh: -3.3
  CSN deneddyl inh: -2.5
  bovine MsrA act: 0.4
  MsrA inh: -1.4
  E coli Lon inh: -9.7
  MLLE-PAM2 inh: 7.2
  FAS TE block: -5.8
  Rpn11 block: i
  MT1-MMP act inh: 0.4
CCCCc1ccc(/C(C)=N/NC(=O)C2CCCC2)cc1
  Rin1 Abl inh: 0.7
  CSN deneddyl inh: -2.8
  bovine MsrA act: -0.7
  MsrA inh: 0.8
  E coli Lon inh: -8.5
  MLLE-PAM2 inh: 5.9
  FAS TE block: -5.0
  Rpn11 block: i
  MT1-MMP act inh: 2.5

Following part.
SMILES	Rin1 Abl inh	CSN deneddyl inh	bovine MsrA act	MsrA inh	E coli Lon inh	MLLE-PAM2 inh	FAS TE block	Rpn11 block	MT1-MMP act inh
O=C(O)COc1ccccc1/C=N/NC(=O)c1cc(-c2ccc(Cl)cc2)nc2ccccc12	-1.9	-3.7	-5.8	5.0*	-4.6	17.1	9.3	i	4.2
Cn1c(SCC(=O)NC(=O)Cc2ccccc2)nnc1-c1ccc(F)cc1	3.7	-1.0	0.4	-1.5	-1.1	-16.8	-3.4	i	-0.2
COc1cc(NC2=CC(=O)CC(C)(C)C2)cc(OC)c1OC	0.1	-7.9	-5.5	1.8	2.4	21.1	-6.8	i	0.5
COc1cc(OC)cc(C(=O)N/N=C(\C)CC(=O)Nc2ccccn2)c1	0.6	0.8	-1.0	0.3	-14.6	1.4	-2.5	i	2.3
COc1ccc(OC)c(NC(=O)Nc2nc(CN)cs2)c1	0.2	-2.9	0.3	0.0	-3.1	-7.2	-4.6	i	8.8
Cn1cc(CN(Cc2ccccn2)C[C@@H]2CCC(=O)N2)c(-c2ccccc2F)n1	1.0	-1.1	-6.5	2.3	10.6	-2.1	-8.0	i	-0.7
Cc1ccc(NC(=O)CCS(=O)(=O)c2ccc3nc(C)sc3c2)cc1	-0.5	-4.5	-1.0	-0.2	-3.4	-3.4	1.4	i	12.8
CCC(Sc1nccn1C)C(=O)Nc1ccc(Cl)cn1 (centres undefined)	4.5	-14.1	-2.5	0.2	1.7	-6.2	0.5	i	4.6
N#Cc1c2c(c(NCCOCCO)n3c1nc1ccccc13)CCCC2	-6.7	0.3	-4.7	0.9	-5.4	4.8	2.0	i	-2.5
COC(=O)c1ccccc1N=Nc1c(N)[nH][nH]c1=O	-10.2	-1.1	-3.9	0.2	15.2	-8.0	-3.7	i	2.5
COC(=O)c1cc(C(=O)OCC(=O)NCc2cccs2)cc([N+](=O)[O-])c1	1.6	4.8	-2.4	0.1	-3.8	-4.3	64.3*	i	-1.3
NC(=O)Cn1c(S(=O)(=O)Cc2ccccc2)nc2ccccc21	-1.5	3.4	-2.0	-0.9	-1.4	-6.6	-9.4	i	-1.2
COc1ccc(-n2nnnc2SCC(=O)Nc2nc3c(s2)CCCC3)cc1	3.8	-5.0	1.5	1.0	-6.8	-1.1	-116.7	i	1.3
O=C(NC12CC3CC(CC(C3)C1)C2)c1ccc(=O)oc1	0.7	5.8	-4.3	0.5	-7.8	10.3	-3.7	i	1.3
CCC1=C(OC(=O)N(CC)CC)N2C(=O)OC(=NCCc3c[nH]c4ccccc34)[C@]2(Cc2ccccc2)[C@H]2C1=CC[C@H]1C(=O)N(C)C(=O)[C@H]12	2.1	0.8	-2.4	1.1	-11.9	1.6	31.0	i	-9.0
Cc1ccc(CSc2nc3c(c(N(C)C)n2)CCCC3)cc1	0.7	4.6	-1.6	-1.0	4.5	-6.0	24.4	i	-9.2
Cc1cc(NC(=O)CSc2nc3c([nH]c4ccccc43)c(=O)n2-c2ccccc2F)no1	-1.8	1.3	-1.7	0.8	-7.0	0.7	15.5	i	-6.5
O=c1[nH]cnc2nc(-c3ccccc3)c(-c3ccccc3)nc12	-4.2	1.2	-1.2	0.8	-0.6	8.2	-0.9	i	-0.2
O=C(NCc1ccccc1Cl)c1cc2ccccc2oc1=O	-3.9	-9.9	3.1	0.1	1.7	-15.3	-4.5	i	1.2
COc1ccc2oc(C(=O)N(C)CCOc3ccccc3)c(C)c2c1	2.4	1.1	-4.0	0.1	-9.2	-7.8	12.1	i	0.6
CN(C)CCCNC(=S)N1CCN(c2nc(-c3ccccc3)cs2)CC1	-3.2	3.8	-2.8	0.5	6.0	-127.9	19.9	i	2.0
COc1ccc(CC(=O)N/N=C(\C)CC(=O)Nc2ccc3c(c2)OCCO3)cc1OC	-2.7	4.8	3.3	-0.4	6.2	1.3	-4.5	i	-0.3
CC1(C)Cc2cccc(OCC(=O)OCC(=O)Nc3ccc(C(N)=O)cc3)c2O1	4.3	2.7	-5.1	0.2	6.4	-1.0	-0.9	i	1.5
COC(=O)c1cc(NC(=O)Cc2ccccc2[N+](=O)[O-])cc(C(=O)OC)c1	-3.0	1.4	-0.1	0.1	-11.2	-14.1	6.5	i	11.1
Cc1cccc(N2CCN(C(=O)CNC(=O)c3ccccc3)CC2)c1C	2.4	2.5	-2.3	-1.2	0.4	-4.9	-8.2	i	-1.6

The listing continues:
SMILES	Rin1 Abl inh	CSN deneddyl inh	bovine MsrA act	MsrA inh	E coli Lon inh	MLLE-PAM2 inh	FAS TE block	Rpn11 block	MT1-MMP act inh
COc1ccc(-c2oc(=O)c3cc(OC)c(OC)cc3c2C#CC2(O)CCCCC2)cc1	-6.2	-1.2	-3.0	-0.5	-10.2	-1.1	-8.3	i	3.8
O=C(Cn1nc(-c2ccc(Cl)cc2)ccc1=O)NCC1CCCO1 (centres undefined)	1.1	14.2	-0.5	-1.5	0.6	-8.9	-3.7	i	0.6
COc1ccc(N2CCN(C(=O)c3ccc(CNS(=O)(=O)c4cccc(OC)c4)cc3)CC2)cc1	0.6	1.0	-3.7	0.8	-5.5	-4.1	3.9	i	3.6
OC(CCN1CC2CCC(CC2)C1)(Cc1ccccc1)c1ccco1 (centres undefined)	1.7	3.8	-3.6	-1.6	-13.1	5.8	-2.0	i	3.0
Cc1cc(=O)n(CC(=O)NCCN2CCOCC2)c2c1c(C)nn2-c1ccccc1	3.5	-0.9	0.3	/	16.6*	-6.5	-9.2	i	2.9
CC(=O)CSc1ccc(-c2nc3ccccc3[nH]2)cn1	1.5	-3.5	-5.2	2.3	-6.8	-0.8	-2.2	i	7.3
CCOC(=O)[C@]12CCC=C1N(CCC1=CCCCC1)C(=O)[C@H](CC(=O)N1CCC(c3ccccc3)CC1)C2	/	0.1	-8.7	0.2	0.1	/	4.6	/	1.4
COc1ccc(-n2cccc2/C=C/[N+](=O)[O-])cc1	-0.1	4.4	-2.8	1.3	3.9	8.7	-24.8	i	-3.6
Cc1ccc(/C=N/Nc2ccc(Cl)c(C(=O)O)c2)s1	-3.6	-1.7	-4.6	4.1	-15.5	5.6	-6.9	i	-3.1
Cc1cc(NC(=O)c2cccc(S(=O)(=O)N3CCCCC3)c2)no1	0.0	6.5	-7.0	0.9	2.0	-6.2	-1.4	i	-0.9
CCN(CC)S(=O)(=O)c1ccc(N2CCOCC2)c(NC(=O)c2ccc(=O)[nH]c2)c1	-3.0	1.8	-1.6	-1.1	-7.6	2.6	-5.3	i	0.2
CCOC(=O)Cc1csc(NC(=O)CCCN2C(=O)c3ccccc3C2=O)n1	0.9	6.2	-4.5	-1.9	1.7	7.0	-8.8	i	0.4
CCCn1cc(CN2CCC(n3nccc3NC(=O)c3ccc4c(c3)OCO4)CC2)c(C)n1	1.8	2.2	-3.5	-0.3	-10.9	-9.0	-4.1	i	2.2

Assay outcomes deposited in PubChem by several laboratories.
